FBW7 activator: FBW7 E3 ligase activators, primary screen, biochemical, AlphaScreen, human | AlphaScreen FBW7–phospho-cyclin E peptide binding, activator screen | normalized activity (activation), % at 26.1 µM | 650,000 compounds, 0.13% hits; in the data active = normalized activity above about 1.9%;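 note: purified mutant Fbw7 with reduced substrate affinity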
Target sequence (Q969H0 whole entry, looked up): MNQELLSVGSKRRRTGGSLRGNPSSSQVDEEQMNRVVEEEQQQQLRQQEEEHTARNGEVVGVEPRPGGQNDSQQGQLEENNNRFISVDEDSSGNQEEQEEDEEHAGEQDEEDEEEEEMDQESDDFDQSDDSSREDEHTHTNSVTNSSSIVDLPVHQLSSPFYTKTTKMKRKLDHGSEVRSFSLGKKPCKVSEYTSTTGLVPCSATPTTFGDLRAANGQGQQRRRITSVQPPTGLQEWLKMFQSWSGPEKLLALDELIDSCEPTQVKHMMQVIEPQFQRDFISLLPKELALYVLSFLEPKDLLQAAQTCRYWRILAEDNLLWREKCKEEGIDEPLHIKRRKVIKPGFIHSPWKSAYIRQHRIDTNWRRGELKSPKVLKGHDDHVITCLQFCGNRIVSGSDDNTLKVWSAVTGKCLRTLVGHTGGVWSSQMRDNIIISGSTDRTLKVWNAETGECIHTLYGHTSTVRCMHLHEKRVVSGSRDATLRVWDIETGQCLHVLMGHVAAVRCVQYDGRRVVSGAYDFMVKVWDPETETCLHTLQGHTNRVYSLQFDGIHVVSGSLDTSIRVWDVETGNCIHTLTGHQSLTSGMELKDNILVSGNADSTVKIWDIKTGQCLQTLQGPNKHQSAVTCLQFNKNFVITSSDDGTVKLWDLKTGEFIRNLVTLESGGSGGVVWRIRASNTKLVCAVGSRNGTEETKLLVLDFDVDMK
MITF primary: MITF inhibitors, primary screen, biochemical, AlphaScreen, human. inhibition, % at 2.6 µM. 650,000 compounds, 0.91% hits. Microphthalmia-associated transcription factor (Homo sapiens), O75030. AID 1259374, 2018. AlphaScreen MITF homodimerization, bead proximity signal; in the data active = inhibition above about 50%;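 note: 0% = vehicle wells with protein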
TEAD-YAP block: TEAD-YAP interaction inhibition, primary screen, TEAD-YAP interaction inhibitor project, luminescence, HEK-TIYL cells. inhibition, % at 9.12 µM. 640,000 compounds, 1.4% hits. TEAD-Gal4/YAP UAS-luciferase luminescence. AID 1259422, 2018; in the data active = inhibition above about 32%;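 note: 0% = median of test compound wells and 100% = reference inhibitor wells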
GPR151 activ: activators of human GPR151, primary screen, cell-based, PathHunter beta-arrestin, luminescence. activation, % at 11.2 µM. 650,000 compounds, 1% hits. PathHunter beta-arrestin GPR151 cells. G-protein coupled receptor 151 (Homo sapiens), Q8TDV0; in the data active = activation above about 4.9%;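 note: 0% = median of compound wells and 100% = cells with positive control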
Target sequence (Q8TDV0 whole entry, looked up): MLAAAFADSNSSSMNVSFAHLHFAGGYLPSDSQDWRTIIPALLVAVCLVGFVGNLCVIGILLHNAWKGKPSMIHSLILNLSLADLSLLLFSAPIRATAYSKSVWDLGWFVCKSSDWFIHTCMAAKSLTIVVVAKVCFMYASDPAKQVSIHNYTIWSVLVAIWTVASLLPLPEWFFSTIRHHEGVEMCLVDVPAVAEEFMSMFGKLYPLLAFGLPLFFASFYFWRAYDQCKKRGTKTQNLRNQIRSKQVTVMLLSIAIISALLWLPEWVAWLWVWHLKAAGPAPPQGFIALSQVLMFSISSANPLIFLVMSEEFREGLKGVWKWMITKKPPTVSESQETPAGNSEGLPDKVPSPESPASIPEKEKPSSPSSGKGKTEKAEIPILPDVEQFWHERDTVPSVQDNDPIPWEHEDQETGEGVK
Starred values were filed as active, the others as inactive.

SMILES | FBW7 activator | MITF primary | TEAD-YAP block | GPR151 activ
COc1cc(C2C3=C(CC(c4ccccc4)CC3=O)Nc3ccccc3N2C(=O)C2CC2)cc(OC)c1OC (stereo not given) | 0.0 | -8 | -7 | 1.3
COc1cccc(C(=O)N2N=C(c3ccccc3)CC2(O)C(F)(F)F)c1 (stereo not given) | 0.1 | 15 | 5 | 1.0
CCSCCOC(=O)C1=C(C)NC2=C(C(=O)C(C(=O)OC)C(C)C2)C1c1cccc([N+](=O)[O-])c1 (stereo not given) | 1.5 | 17 | 11 | 1.7
COC(=O)c1cc(CNC(=O)c2cccc(C)c2)cc(NC(=O)c2ccccc2)c1 | -0.5 | -3 | -38 | 0.1
C=CCn1c(=O)n(Cc2ccco2)c(=O)c2c3c(sc21)CCCC3 | -0.2 | 8 | 8 | 1.8
CCN(CC)C(=O)C1CCCN(c2nc3ncnc(NCc4nc5ccccc5[nH]4)c3[nH]2)C1 (stereo not given) | 0.2 | 38 | 4 | -2.7
Cc1ccc(C(=O)OCC(=O)NC(=O)NCC(C)C)c(O)c1 | 0.5 | 13 | -2 | 0.2
Nc1nc(Nc2ccc(Oc3ccccc3)cc2)cc(Nc2ccccn2)n1 | 0.1 | 17 | -2 | -1.8
Cc1nc2c(C(=O)NCCCN3CCOCC3)cnn2c(C)c1Cc1ccccc1Br | -0.1 | 7 | -4 | -0.3
CCN(C(C)=O)c1nnc(-c2ccncc2)s1 | -0.3 | 0 | -13 | -5.7
Cc1ccc(N2C(=O)c3cccnc3C2=O)nc1 | -0.5 | 32 | -10 | -1.6
CC(=O)NC1C(OCc2ccccc2)OC(CO)C(O)C1O (stereo not given) | 0.3 | 9 | -8 | -1.3
CCN(CC)C(=O)c1cc(OC)c(OC)cc1[N+](=O)[O-] | 0.9 | 10 | 0 | -1.0
Cc1ccc(C(=O)N2CCN3C(=O)[C@H](CO)NC(=O)[C@H]3C2)cc1 | 0.4 | 10 | -2 | -0.6
CCCN1CCc2nnc(C(CC(C)C)NC(=O)COC)n2CC1 (stereo not given) | -0.1 | 7 | -3 | 0.8
COc1cc(C(O)C(=O)O)ccc1O (stereo not given) | 0.0 | -3 | -12 | 0.8
COc1ccc2nc(SCC(=O)Nc3ccc(NC(C)=O)cc3)n(S(=O)(=O)c3ccc(Cl)cc3)c2c1 | -0.1 | 3 | 7 | 1.8
O=C1CCCN1CCCNc1nc(Cl)nc2c1ncn2C1CCCCC1 | -0.1 | 6 | 7 | -0.1
COC(=O)C1(CO)NC(c2ccccc2F)C2C(=O)N(c3ccccc3)C(=O)C21 (stereo not given) | 0.2 | 16 | 10 | 0.1
Cc1nc2cc(NC(=O)C3CC34CCN(Cc3ccco3)CC4)ccc2s1 (stereo not given) | -0.1 | 4 | 2 | -0.8
O=C(NCc1ccco1)c1cc2n(n1)C(C(F)(F)F)CC(c1ccc3c(c1)OCO3)N2 (stereo not given) | -0.1 | 5 | 14 | 1.5
CC1=C(C(=O)OC2CCCCC2)C(c2ccc(Br)cc2)C2=C(CC(c3ccccc3)CC2=O)N1 (stereo not given) | 0.5 | 13 | 14 | 0.5
CC(C)CC1(C)NC(=O)N(CC(=O)Nc2ccc(F)c(F)c2F)C1=O (stereo not given) | 0.1 | 6 | 14 | 0.0
CCc1ccc(NC(=O)c2ccc(C)c(NC3=NC4CS(=O)(=O)CC4S3)c2)cc1 (stereo not given) | -0.3 | -14 | 4 | 1.6
CCCn1cc(-c2ccccc2)[nH]c1=S | 0.2 | 9 | 11 | 0.6
Cc1ccc(C(=O)NCC(=O)O)cc1 | -0.2 | 2 | -4 | 0.9
Cc1ccc(CS(=O)(=O)CC2Nc3ccc(C(=O)NCC4CCCO4)cc3NC2=O)cc1 (stereo not given) | 1.2 | 23 | -2 | -0.4
CCOc1cc(/C=C2\CCn3c2nc2cc(Cl)ccc2c3=O)ccc1O | 0.0 | -2 | 5 | -0.2
CC1CCCCN1C(=O)c1ccc([N+](=O)[O-])cc1Cl (stereo not given) | -0.1 | -14 | 1 | 0.3
COc1ccc(NC(=O)Cn2ccn(Cc3ccccc3OC)c(=O)c2=O)c(OC)c1 | -0.1 | 1 | 12 | -2.5
Cc1cc2c(c(=O)o1)C(C1CCCCC1)C(C#N)=C(N)O2 (stereo not given) | 0.3 | 13 | 2 | 0.2
CCCC(=O)Nc1cccc(-c2nc(Oc3ccc(-c4cn[nH]c4)cc3)c3cc(OCCN(C)C)ccc3n2)c1 | 0.1 | 1 | 24 | -0.9
Cn1cc([N+](=O)[O-])c(C(=O)NNC(=O)c2nnn(-c3nonc3N)c2-c2ccccc2)n1 | 0.1 | 3 | 6 | 0.1
CC1(C)CC(=O)C2=C(C1)OC(N)=C([N+](=O)[O-])C2c1ccccc1 (stereo not given) | -0.2 | 8 | 8 | 2.7
CCC1CCCCN1S(=O)(=O)c1cc(C(=O)Nc2ccc(C)c(F)c2)ccc1F (stereo not given) | 0.1 | -5 | 3 | 2.1
Cc1ccc2c(c1)N(C(=O)Nc1ccc(C)c(C)c1)CCO2 | 0.0 | 0 | -14 | -1.9
Cc1ccc(-c2nnc(Nc3cccc(O)c3)c3ccccc23)cc1 | 0.1 | -9 | 0 | -0.2
Cc1ccc(SCC(=O)Nc2cc([N+](=O)[O-])ccc2O)cc1 | 0.0 | 10 | -14 | -1.4
COc1cccc(/C=N\NC(=O)COc2ccc(C)cc2)c1 | 0.0 | -9 | -10 | 1.2
O=C(CCS(=O)(=O)c1ccc(Br)cc1)OCC(=O)c1ccccc1 | -0.1 | -3 | 3 | -0.5

12 neighbouring records from above, quoted:
SMILES | FBW7 activator | MITF primary | TEAD-YAP block | GPR151 activ
Cc1ccc(C(=O)NCC(=O)O)cc1 | -0.2 | 2 | -4 | 0.9
Cc1ccc(CS(=O)(=O)CC2Nc3ccc(C(=O)NCC4CCCO4)cc3NC2=O)cc1 (stereo not given) | 1.2 | 23 | -2 | -0.4
CCOc1cc(/C=C2\CCn3c2nc2cc(Cl)ccc2c3=O)ccc1O | 0.0 | -2 | 5 | -0.2
CC1CCCCN1C(=O)c1ccc([N+](=O)[O-])cc1Cl (stereo not given) | -0.1 | -14 | 1 | 0.3
COc1ccc(NC(=O)Cn2ccn(Cc3ccccc3OC)c(=O)c2=O)c(OC)c1 | -0.1 | 1 | 12 | -2.5
Cc1cc2c(c(=O)o1)C(C1CCCCC1)C(C#N)=C(N)O2 (stereo not given) | 0.3 | 13 | 2 | 0.2
CCCC(=O)Nc1cccc(-c2nc(Oc3ccc(-c4cn[nH]c4)cc3)c3cc(OCCN(C)C)ccc3n2)c1 | 0.1 | 1 | 24 | -0.9
Cn1cc([N+](=O)[O-])c(C(=O)NNC(=O)c2nnn(-c3nonc3N)c2-c2ccccc2)n1 | 0.1 | 3 | 6 | 0.1
CC1(C)CC(=O)C2=C(C1)OC(N)=C([N+](=O)[O-])C2c1ccccc1 (stereo not given) | -0.2 | 8 | 8 | 2.7
CCC1CCCCN1S(=O)(=O)c1cc(C(=O)Nc2ccc(C)c(F)c2)ccc1F (stereo not given) | 0.1 | -5 | 3 | 2.1
Cc1ccc2c(c1)N(C(=O)Nc1ccc(C)c(C)c1)CCO2 | 0.0 | 0 | -14 | -1.9
Cc1ccc(-c2nnc(Nc3cccc(O)c3)c3ccccc23)cc1 | 0.1 | -9 | 0 | -0.2

Next results.
SMILES | FBW7 activator | MITF primary | TEAD-YAP block | GPR151 activ
CN(C)c1ccc(CNC2CCN(Cc3ccccc3)CC2)cc1 | -0.2 | 24 | 9 | 0.3
CC(=O)Oc1ccccc1N1C(=O)c2cccc([N+](=O)[O-])c2C1=O | 0.1 | -3 | 7 | 4.3
COC(=O)[C@@H](NC(=O)C1CCN(c2nc(C)c3ccccc3n2)CC1)c1ccccc1 | 0.1 | 5 | 4 | 2.6
COc1ccc(NC(=O)Nc2nnc(N3CCCC3)s2)cc1 | 0.0 | 0 | -25 | -2.1
COc1cc(OC)c(OC)cc1/C=C1N=C(/C=C/c2ccccc2OC)OC\1=O | 0.2 | -1 | -8 | 1.6
CN1CCN(c2ccccc2NC(=O)c2nn(C)c3c2COc2ccccc2-3)CC1 | -0.3 | -1 | -3 | 1.3
N#CCSc1nc2sc3c(c2c(=O)n1-c1ccccc1)CCCC3 | -0.1 | 3 | 0 | -0.7
O=C1CC(c2ccccc2)CC2=C1C(c1ccccc1Cl)Nc1ccccc1N2 (stereo not given) | -0.1 | 1 | 5 | 0.5
CC1(C)Cc2cccc(OCC(O)CNCc3ccccn3)c2O1 (stereo not given) | -1.2 | 21 | 11 | -0.6
Cn1ccnc1SCCNC(=O)CCC1(Cc2ccc(Cl)cc2)CCC(=O)N1 (stereo not given) | 0.0 | 8 | -3 | 0.1
COc1ccc(/C(C)=N/N2C(C)CCCC2C)c(OC)c1 (stereo not given) | -0.1 | -1 | -2 | 2.7
Cc1cc(C)c2c(c1)[nH]c1nnc(SCC(=O)Nc3ccc(C(C)C)cc3)nc12 | -0.1 | 13 | 8 | -0.5
O=C(O)CSc1nc2ccccc2n1CC(=O)N1CCCCC1 | -0.2 | -15 | -9 | 0.8
CC(C)(C)C(=O)NC1(C(F)(F)F)C(=O)Nc2c1c(=O)[nH]c(=O)n2Cc1ccco1 (stereo not given) | 0.0 | -21 | -5 | 0.9
COCc1cc(C)n(CC(=O)Nc2cccc(C(C)=O)c2)c(=O)c1C#N | 0.1 | 4 | 9 | 0.4
CSc1ncc(/C=C2/C(=O)NC(=O)N(c3ccccc3)C2=O)cn1 | -0.2 | 0 | 6 | 1.4
CCOc1ccc(-n2nc(C(=O)Nc3cnc4ccccc4c3)c3ccccc3c2=O)cc1 | -0.1 | 2 | 2 | -1.9
C/C(=N\N=C1\NC(=O)C(CC(=O)Nc2cccc(C)c2C)S1)c1ccco1 (stereo not given) | 0.1 | 8 | 1 | -0.4
Cc1ccc(CCC(=O)N2CCC(CO)(Cc3ccccc3)CC2)cc1 | 0.0 | 7 | -2 | -0.7
COc1cccc(C2CC(c3cccs3)=NN2C(=O)CSc2nnc(CNC(=O)c3ccccc3)n2-c2cccc(C)c2C)c1OC (stereo not given) | 0.0 | -4 | 0 | 0.0
COCCNC(=O)/C(C#N)=C/c1c(Oc2ccc(C(C)(C)C)cc2)nc2ccccn2c1=O | 0.7 | 0 | -6 | -7.9
CC(C)CC(=O)Nc1ccnn1C1CCN(Cc2cccc3ncccc23)CC1 | -0.2 | 11 | 1 | -0.4
Cc1ccc(S(=O)(=O)N2CCN(c3ccc([N+](=O)[O-])c(NC(C)C45CC6CC(CC(C6)C4)C5)c3)CC2)cc1 (stereo not given) | 0.1 | 11 | 9 | 0.0
CCOC(=O)C1=C(N)N(c2ccccc2C(F)(F)F)C2=C(C(=O)CCC2)C1c1ccccc1 (stereo not given) | -0.1 | -4 | 2 | 1.7
CCCc1nnc(SCC(=O)N2C(C)CCCC2C)n1CC (stereo not given) | 0.2 | 14 | -3 | 0.0
O=C(NC1CC(=O)N(c2ccccc2)C1)N1CCC(O)CC1 (stereo not given) | 0.5 | 0 | 3 | 3.4
O=C(Nc1nnc(-c2ccccc2Cl)o1)c1ccc(Cl)cc1 | 0.7 | 16 | 7 | -0.1
COc1cc(C2Nc3ccccc3C(=O)N2c2ccccc2OC)ccc1O (stereo not given) | -0.1 | 5 | 1 | -0.2
CC(=O)C1=C(C)NC(=O)C(C#N)C1c1cccc([N+](=O)[O-])c1 (stereo not given) | -0.1 | 11 | -6 | -1.8
CCC(=O)c1ccc(Oc2ncnc3sccc23)cc1 | 0.1 | 0 | -72 | 1.0
O=S(=O)(NCC1COC2(CCCCC2)O1)c1ccc(F)cc1F (stereo not given) | 0.0 | 12 | 1 | 2.0
Cc1oc(C(C)(C)C)cc1C(=O)NN(C)C | -0.2 | -2 | 1 | -0.1
O=C1CSC(c2ccc(Cl)c(Cl)c2)N1c1ccc(Br)cc1 (stereo not given) | 0.0 | -7 | -10 | 0.8
CC(=O)c1ccc(N2CCN(S(=O)(=O)c3cc4[nH]c(=O)c(=O)[nH]c4cc3C)CC2)cc1 | -0.2 | 1 | -8 | 0.3
COC(=O)c1ccc(-n2c(C)cc(/C=C3/NC(=O)N(Cc4ccccc4F)C3=O)c2C)cc1 | 0.5 | 6 | 8 | -0.2
O=C(NCCCn1ccnc1)c1ccc(Cl)cc1 | 0.0 | 9 | 6 | 1.2
O=C(N/N=C/c1ccco1)c1ccc(C(=O)N/N=C/c2ccco2)cc1 | 0.1 | 9 | -3 | 1.3
COC(=O)/C=C(\C)NC(=O)c1ccccc1Cl | -0.1 | 4 | -5 | 2.2
Cc1ccc(NC(=O)C2(N(Cc3ccccc3)C(=O)Cc3nc(N)n[nH]3)CCCCC2)cc1 | -0.5 | 58* | 9 | 0.6
CC(C)(C)n1nnnc1C(c1cccnc1)N1CCN(C(=O)c2ccco2)CC1 (stereo not given) | 0.0 | 10 | 2 | 1.6
O=C(Cn1nnc(-c2ccccc2F)n1)Nc1cccc2ncccc12 | 0.0 | 3 | 11 | -1.2
CCNC(=O)C(N)Cc1c[nH]c2ccccc12 (stereo not given) | 0.0 | -9 | -3 | -0.7
Cc1[nH]c2ccccc2c1Sc1ccccc1N | 0.0 | 3 | 2 | -1.8
COc1ccc(-c2nc3cnccn3c2NCc2cccs2)cc1CO | 1.5 | 8 | -9 | -1.0
O=C(N/N=C\c1cccc(Oc2ccccc2)c1)c1ccccn1 | -0.2 | 9 | -62 | 0.5
O=C(NCc1ccccc1Cl)c1c(O)c2ccccc2[nH]c1=O | -0.1 | 4 | 2 | 5.0*

Source: PubChem

Rows are unselected; about 3.5% have a hit in one of these screens.
